# TAG inh: inhibitors of triacylglycerol accumulation | AID 651582 | inhibition, % at 12.5 µM | 0.66% of 230,000 active | H9c2 cells, Nile Red lipid (TAG) fluorescence; cells loaded with 200 µM oleic acid;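 active = pattern-corrected inhibition of lipid staining of at least 50% with the nuclear-stain viability signal not falling by more than 50%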;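 also: 0% = DMSO wells and 100% = triacsin C control wells; some results filed as inactive read as strong as hits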
# TAG inh DAPI viability: second read-out of TAG inh, no call of its own (marks repeat the call); DAPI nuclei signal change (viability), lower = more cytotoxic, %;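 whole-well DAPI fluorescence read on a plate reader as a viability signal; minus 50 percent equals half of cells still viable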
# Numbers without * were called inactive. Only part of the results is shown. The share of hits here may be higher or lower than overall.
item	compound	TAG inh	TAG inh DAPI viability
1	Cc1ccc(NC(=O)c2ncn(CCCNCCCc3ccccc3)n2)cc1C	37	-9
2	O=C(O)c1nccnc1C(=O)Nc1ccc(S(=O)(=O)N2CCOCC2)cc1	-3	-1
3	N#Cc1ccsc1NC(=O)CN1CCCCCC1	-2	-5
4	O=C(Nc1nccs1)c1c(O)c2c([nH]c1=O)CCCC2	4	-2
5	COc1ccc([C@@H]2C=C(C(=O)O)O[C@H](OCCCCO)C2)cc1	6	5
6	O=C(COC(=O)c1cccc(S(=O)(=O)N2CCc3ccccc32)c1)Nc1ncc(C(F)(F)F)cc1Cl	0	1
7	CC(C)(C)S(=O)(=O)c1nc2ccccc2s1	0	-6
8	N#CCSC1=Nc2ccccc2C2=NC(CCC(=O)N3CCN(c4ccccc4)CC3)C(=O)N12 (stereo not given)	-9	-2
9	CCOC(=O)CN1C(=O)N[C@@H](c2ccco2)C(C(=O)OC)=C1C	-11	-1
10	Cc1ccc(C(=O)Nc2ccc(S(=O)(=O)N3CCOCC3)cc2)cc1	9	-8
11	O=C(CCSCc1ccccc1F)NCc1cccnc1	2	0
12	COC(=O)CN1C(=O)[C@H]2[C@@H](/C=C/c3ccccc3)N3C(=O)CN(Cc4ccc(-c5ccccc5)cc4)C(=O)[C@@]3(C)[C@H]2C1=O	19	-34
13	COc1ccc(N(CC(=O)N2CCN(c3cccc(C)c3)C(C)C2)S(=O)(=O)c2c(C)n[nH]c2C)cc1 (stereo not given)	30	-5
14	CCCOc1ccc(CCC(=O)N/N=C/c2ccco2)cc1	-14	7
15	CCCCN1C2CCCC1CC(NC(=O)c1ccccc1Cl)C2 (stereo not given)	12	6
16	C[C@H](NC(=O)c1nc[nH]c1C(=O)NC(c1ccccc1)c1ccccc1)C(=O)OCc1ccccc1	-6	10

# Ordered by length of the SMILES (low to high): part of the list above.
item	compound	TAG inh	TAG inh DAPI viability
11	O=C(CCSCc1ccccc1F)NCc1cccnc1	2	0
15	CCCCN1C2CCCC1CC(NC(=O)c1ccccc1Cl)C2 (stereo not given)	12	6
10	Cc1ccc(C(=O)Nc2ccc(S(=O)(=O)N3CCOCC3)cc2)cc1	9	-8
16	C[C@H](NC(=O)c1nc[nH]c1C(=O)NC(c1ccccc1)c1ccccc1)C(=O)OCc1ccccc1	-6	10

# (cont.)
item	compound	TAG inh	TAG inh DAPI viability
17	CC(=O)Nc1ccc(Nc2nc3ccccc3nc2NS(=O)(=O)c2ccccc2)cc1	-4	-7
18	CN(C)CCCCOc1ccc(Br)cc1Cl	4	0
19	CSCCC(NC(=O)c1ccc([N+](=O)[O-])cc1Cl)C(=O)OCC(=O)NC(=O)CN1CCCC1=O (stereo not given)	6	1
20	Cc1nnc(SCc2cnc(-c3ccccc3)o2)[nH]c1=O	16	-4
21	O=C(O)C(=Cc1ccccc1)Cc1ccccc1	-26	9
22	Clc1ccc(-c2csc(=Nc3cccnc3)n2CCCn2ccnc2)cc1Cl	-14	26
23	CC(C)(OC(=O)c1ccc(C(F)(F)F)cc1)c1cc2ccccc2c(=O)o1	-1	7
24	O=C(CSc1nnc(SCc2ccc(Cl)cc2)s1)N1CCOCC1	-26	4
25	N#Cc1ccccc1NC(=O)CSc1nnc(-c2ccncc2)o1	6	5
26	C=CCNc1cc(N2CCCC2)ccc1[N+](=O)[O-]	0	6
27	CCOc1cc2[nH]c(=O)n(CCC(=O)NCCc3ccc(OC)c(OC)c3)c(=O)c2cc1OCC	12	2
28	Cc1ccc2nc(-c3ccncc3)c(NC3CCCCC3)n2c1	-12	15
29	C[C@H]1CN([C@@H](C)CO)C(=O)c2cc(NS(=O)(=O)c3ccc(Cl)cc3)ccc2O[C@@H]1CN(C)CC1CCCCC1	8	-1
30	CCN(Cc1ccncc1)C(=O)c1cc(COc2c(C)cccc2C)on1	6	-2
31	O=C1C(=O)N(CCN2CCOCC2)C(c2ccc(Cl)c(Cl)c2)/C1=C(/O)c1ccc2c(c1)OCO2 (stereo not given)	-4	-5
32	CCCCOc1ccc(C(=O)N/C(=C\c2ccc(OC)cc2)C(=O)OCc2ccco2)cc1	2	-6
33	Nc1nnnn1CC(=O)N/N=C/c1cc([N+](=O)[O-])ccc1Cl	-2	0
34	C[C@@H](NC(=O)C[C@@H]1C[C@@H]2c3cc(NS(=O)(=O)c4ccc(F)cc4)ccc3O[C@@H]2[C@@H](CO)O1)c1ccccc1	-15	-4
35	COC(=O)c1sccc1NC(=O)c1ccc(OC)c([N+](=O)[O-])c1	0	4
36	O=C(C1CCN(Cc2ccc(F)cc2)CC1)N(CCc1ccccc1)Cc1ccccc1	-27	21
37	COC(=O)c1ccc(NC(=O)CCN2C(=O)C3C4CCC(C4)C3C2=O)cc1 (stereo not given)	-1	1
38	CC1(C)C2CCC1(CS(=O)(=O)N1CCCc3ccccc31)C(=O)C2 (stereo not given)	-19	7
39	CCOc1ncccc1C(=O)OCC(=O)N(CC(C)C)c1c(N)n(Cc2ccccc2)c(=O)[nH]c1=O	-1	-4
40	CS(=O)(=O)N(CC(=O)N1CCCC1)c1cc(C(F)(F)F)ccc1Cl	-3	11
41	Cc1ccc(-c2nc(NC(=O)c3cc(C(C)(C)C)nn3C)sc2C)cc1Cl	68*	-26*
42	COC(=O)C1C2OC(C(Br)C2Br)C1C(=O)OC (stereo not given)	-15	1
43	Cc1ccc(S(=O)(=O)N2CCC(=O)N(C(COC(=O)Nc3ccccc3)Cc3ccccc3)CC2)cc1 (stereo not given)	1	-6
44	Nc1c(S(=O)(=O)c2ccccc2)nnn1-c1ccccc1	-12	9
45	Clc1ccc(CSc2nncn2-c2ccc3c(c2)OCCO3)cc1	5	-2
46	c1ccc2c(OCCCCN3CCCC3)cccc2c1	10	1
47	Cc1cn(C(C)C)c(=O)n(-c2ccccc2)c1=O	-6	6
48	CCOC(=O)c1c(C)[nH]c(C)c1C=O	5	8
49	CC1=CC(=C(C#N)C#N)C=C(C)N1Cc1ccccc1	-2	0
50	COc1cccc(-c2n[nH]c(=S)n2Cc2ccco2)c1	-12	10
51	CC(=O)C1CCC2C3CC=C4N(C)C(=O)CCC4(C)C3CCC12C (stereo not given)	4	5
52	Cc1ccccc1NC(=O)Cc1nc(COC(=O)COc2ccccc2C(C)C)cs1	-14	-8
53	CC(C)(C)c1cc(NC(=O)Nc2ccc(Br)cc2Cl)no1	-3	3
54	O=C(O)CC/C(=N\NC(=O)c1ccc(F)cc1)c1ccc(Br)cc1	8	-7
55	COc1ccc(S(=O)(=O)N2CCOC23CCN(S(=O)(=O)c2ccccc2)CC3)cc1	-10	10
56	NC(=O)C1CCN(C(=O)c2cc(S(=O)(=O)N3CCOCC3)c(Cl)cc2Cl)CC1	15	-9
57	CC(C)[C@H](NC(=O)c1ccccc1)C(=O)OCC(=O)N1CCCc2ccccc21	13	-11
58	COc1ccc(C(=O)Nc2cc3c(cc2C#N)OCO3)cc1S(=O)(=O)N1CCN(C)CC1	18	1
59	COc1ccc(C(=O)NC2CCCCCC2)cc1S(=O)(=O)Nc1ccc(Br)cc1	12	1
60	CC(C)[C@H](NC(=O)c1ccccc1F)C(=O)OCC(=O)NC(=O)NC1CCCCC1	-1	-4
61	N#CC(CC(=O)c1ccc(Cl)cc1)c1ccccc1 (stereo not given)	7	-2
62	COc1ccc(OCCNS(=O)(=O)c2cccc([N+](=O)[O-])c2)cc1	-4	-1
63	COc1ccc(Cl)c(S(=O)(=O)N2CCCC2)c1	-15	6
64	COc1cc(CNCCCN2CCOCC2)c(Br)cc1OCC(=O)Nc1ccccc1C	9	20
65	CCOc1c(Cl)cc(C(=O)Nc2cccc(C(=O)O)c2)cc1Cl	10	-6
66	CC(C)COc1ccc(C(=O)OCC(=O)NCCC2=CCCCC2)cc1	8	-1
67	O=S(=O)(c1cccs1)N1CCN(CCOc2ccc(Cl)cc2)CC1	-16	5
68	CCc1cc2c3c(c(=O)oc2cc1OCC(=O)OC)CCCC3	9	-4
69	Cc1ccc(C(O)c2ncc(-c3cccc(C(F)(F)F)c3)[nH]2)cc1 (stereo not given)	-45	-1
70	CCOC(=O)Cc1csc(NC(=O)Cc2ccc(Br)cc2)n1	-13	0
71	Cc1ccc(CN2CC(C(=O)NC(c3nc4ccccc4[nH]3)C(C)C)CC2=O)cc1 (stereo not given)	-5	1
72	Nc1c(-c2ccccc2)nc(Cl)nc1-c1ccccc1	-6	41

# Rewritten field by field: 3 of the compounds above.
66	CC(C)COc1ccc(C(=O)OCC(=O)NCCC2=CCCCC2)cc1
  TAG inh: 8; TAG inh DAPI viability: -1
67	O=S(=O)(c1cccs1)N1CCN(CCOc2ccc(Cl)cc2)CC1
  TAG inh: -16; TAG inh DAPI viability: 5
68	CCc1cc2c3c(c(=O)oc2cc1OCC(=O)OC)CCCC3
  TAG inh: 9; TAG inh DAPI viability: -4

# (more compounds)
item	compound	TAG inh	TAG inh DAPI viability
73	Fc1cccc(-c2oncc2-c2nnnn2-c2ccc(Cl)cc2)c1	4	10
74	Cc1ccc(-n2c(C)cc(C)c(C#N)c2=O)cc1Cl	3	-3
75	Cc1cc(=O)[nH]c(-n2nc(C)cc2C)n1	-3	4
76	C=CCc1ccccc1OCC(O)CN1CCN(c2ccccc2F)CC1 (stereo not given)	0	7
77	CCNc1ccc(C2(O)C(=O)c3ccccc3C2=O)cc1	0	2
78	O=C(c1cccnc1)N1C2C=CC(C2)C1(C(F)(F)F)C(F)(F)F (stereo not given)	-19	15
79	COCCNC(=O)CCCn1c(=O)c2cc(OC)c(OC)cc2n(CC(=O)c2cccc(OC)c2)c1=O	6	-2
80	CC(=O)COc1ncn(-c2ccccc2)n1	-2	-4
81	COc1cc(/C=C/C(=O)OCC(=O)c2c(N)n(C)c(=O)n(C)c2=O)ccc1OC(F)F	-5	4
82	CCCC(=O)N1CCC1(C)C(=O)NCc1ccccc1SC (stereo not given)	-19	-2
83	COc1ccc(C(=S)Nc2ccccc2)cc1	-1	-5
84	CCOC(=O)c1ccc(NC(=O)C2(c3ccccc3)CCCC2)cc1	19	9
85	Cc1ccc(CN(C(=O)c2ccco2)C(C(=O)NC2CCCC2)c2ccc(N3CCOCC3)cc2)cc1 (stereo not given)	30	-18
86	CN(Cc1ccccc1)C(=O)c1cc(S(=O)(=O)N2CCOCC2)cn1C	-5	-6
87	Cc1cc(NC(=O)c2cccs2)ncc1NC(=O)c1cccc(F)c1	2	11
88	COc1ccc(C(O)c2ncc(-c3ccccc3)[nH]2)c(OC)c1 (stereo not given)	7	6
89	Cc1cnc(C(=O)OCC(=O)c2cccc3ccccc23)cn1	-4	15
90	O=C(Nc1nnc(-c2ccccc2)o1)C1CCCN1S(=O)(=O)c1cccs1 (stereo not given)	5	4
91	COCCN(C(=O)COC(=O)CC1CCCCC1)c1c(N)n(Cc2ccccc2)c(=O)[nH]c1=O	15	0
92	Cc1ccc(C(=O)NNC(=O)c2ccc3ccccc3c2O)cc1	7	0
93	CS(=O)(=O)NCCNc1ccc(C(F)(F)F)cc1[N+](=O)[O-]	4	-3
94	CCN(CC(=O)N1CCOCC1)S(=O)(=O)c1ccc(Cl)cc1	-6	0
95	CC(=O)c1ccc(NC(=O)C2CC(=O)N(C(C)C)C2)cc1 (stereo not given)	-7	-12
96	CCOC(=O)c1sc2nc(C)nc(SC(C)C(=O)NC3CC3)c2c1C (stereo not given)	37	-2
97	COc1ccc(C(=O)OCCOc2ccccc2C(C)=O)c(O)c1	-1	-9
98	CC(C)OP(=O)(OC(C)C)C(Nc1ccccn1)c1ccc(F)cc1 (stereo not given)	9	4
99	Cc1cc(OCC(=O)Nc2ccc(S(=O)(=O)N3CCN(C)CC3)cc2)ccc1Br	-17	6
100	CCN(CC)C(=S)NC(=O)Cc1ccccc1	15	-4
101	COc1ccc([N+](=O)[O-])cc1NC(=O)Nc1ccc(OC)c(OC)c1	1	-5
102	Cc1nc2ccccn2c1-c1ccnn1S(=O)(=O)c1ccc(F)cc1	-23	-1
103	Cc1ccc(S(=O)(=O)n2nc(-c3ccco3)nc2N)cc1	5	-1
104	CC(=O)N1SC(N)=NC1c1ccccc1 (stereo not given)	-1	9
105	O=C(CSc1nnc(-c2ccccn2)n1Cc1ccco1)c1ccccc1	10	7
106	Cc1cccnc1NC(=O)c1ccc(S(=O)(=O)N2CCCC2)cc1	2	0
107	CCN(CC)Cc1oc(CO)cc(=O)c1O	6	-7
108	CCCCCn1c(N2CCN(Cc3ccccc3)CC2)nc2c1c(=O)[nH]c(=O)n2C	15	12
109	O=C1CCc2cc(S(=O)(=O)NCCC(=O)NC3CCN(Cc4ccccc4)CC3)ccc2N1	15	-7
110	C(=NOCCc1ccccc1)c1cccnc1	3	-4
111	O=C(Nn1c(-c2ccc(Br)cc2)nc2ccccc2c1=O)c1cccnc1	-5	-5
112	CC(C)C1C(=O)N(Cc2cn(CCC3OCCO3)nn2)CCS(=O)(=O)N1Cc1ccc(-c2ccncc2)cc1 (stereo not given)	-3	-12
113	Cc1cc(C)n(CC(O)CN2C(=O)NC(C)(C)C2=O)n1 (stereo not given)	13	3
114	Cc1ccc(C(C)C)c(OCC(=O)NS(=O)(=O)c2ccc(Cl)cc2)c1	-2	0
115	O=C(O)CCC(=O)N1CCOc2ccc(Cl)cc21	-2	0
116	Cc1[nH]c2ccccc2c1C(=O)CSc1cccc[n+]1[O-]	-7	10
117	COc1ccc(OCCN2CCCC2)cc1Nc1nnc(Cl)c(Nc2ccccc2S(C)(=O)=O)n1	21	2
118	CCN(CC)S(=O)(=O)c1ccc(OC)c(NC(=O)c2cccc(C)c2[N+](=O)[O-])c1	11	-3
119	COc1ccc(C2=Nn3c(nnc3-c3ccccc3OC)SC2)cc1OC1CCOC1 (stereo not given)	24	-26
120	CC(=O)N(C)C[C@H]1Oc2cc(Br)ccc2S(=O)(=O)N([C@H](C)CO)C[C@@H]1C	-8	-5
121	Cc1ccc(S(=O)(=O)Nc2ccccc2N2CCCCC2)cc1	-10	-14

# Source: PubChem BioAssay (Sanford-Burnham Center for Chemical Genomics)
